Vc quorum ag: induces V. cholerae light production without autoinducers; V. cholerae BH1578 lux reporter, luminescence, 6 h; activation, % at 18.7 µM; 0.16% of 350,000 active; AID 588436; in the data active = activation mostly above about 9.7%, no sharp cut-off; inconclusive = no clear call, values can overlap the other calls; inactive = mostly below about 3.7%; note: not every result past the cut was called active; inactives centre near 0; reference of the scale not given here
3CLpro inhibitor: SARS-CoV 3CLpro protease inhibition; recombinant SARS-CoV 3CLpro, quenched FRET peptide cleavage; inhibition, % at 6 µM; 0.14% of 290,000 active; AID 1706; in the data active = inhibition above about 12%
Y pestis TopoI: Y. pestis Topo-I inhibition via cleavage products; Y. pestis Topo-I cleavage product accumulation, plate reader; activity, % at 10 µM; 0.064% of 360,000 active; in the data active = activity above about 50%, passing the limit was not always enough; inconclusive = no clear call, values can overlap the other calls; note: inactives centre near 2
SSB-PriA inh: blocks PriA binding to SSB C-terminal tail; AlphaScreen SSBct-PriA binding, biotinylated peptide; inhibition, % at 33 µM; 0.6% of 430,000 active; AID 1272365; in the data active = inhibition mostly above about 37%, no sharp cut-off; inactive = mostly below about 20%;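 note: plate controls were negative control peptide for no effect and reference peptide for full effect; strong numbers were not always called active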
BoNT A protease: blocks Botulinum neurotoxin A light chain protease; 0.17% of 360,000 active; inhibition, % at 10 µM; multiplex microsphere protease substrate cleavage, flow cytometry; note: plate controls were buffer without enzyme for full effect and enzyme alone for no effect
PfHsp40 yeast: restores yeast growth despite PfHsp40 toxicity; S. cerevisiae expressing PfHsp40, growth rescue, ATP luminescence; growth rescue, % at 12.5 µM; 0.68% of 340,000 active; AID 504582; in the data active = growth rescue above about 28%, passing the limit was not always enough; inconclusive = no clear call, values can overlap the other calls;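 note: yeast W303a lacking pdr1 and pdr3 grown in galactose medium; growth measured after three days at 30 °C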
TcdB GH inh: inhibitors of Clostridioides difficile toxin B glycohydrolase; P18177; inhibition, % at 9.99 µM; 0.24% of 350,000 active; AID 652162; TcdB glycohydrolase enzymatic assay, plate reader; in the data active = inhibition above about 10%
Target sequence (P18177 whole entry, looked up): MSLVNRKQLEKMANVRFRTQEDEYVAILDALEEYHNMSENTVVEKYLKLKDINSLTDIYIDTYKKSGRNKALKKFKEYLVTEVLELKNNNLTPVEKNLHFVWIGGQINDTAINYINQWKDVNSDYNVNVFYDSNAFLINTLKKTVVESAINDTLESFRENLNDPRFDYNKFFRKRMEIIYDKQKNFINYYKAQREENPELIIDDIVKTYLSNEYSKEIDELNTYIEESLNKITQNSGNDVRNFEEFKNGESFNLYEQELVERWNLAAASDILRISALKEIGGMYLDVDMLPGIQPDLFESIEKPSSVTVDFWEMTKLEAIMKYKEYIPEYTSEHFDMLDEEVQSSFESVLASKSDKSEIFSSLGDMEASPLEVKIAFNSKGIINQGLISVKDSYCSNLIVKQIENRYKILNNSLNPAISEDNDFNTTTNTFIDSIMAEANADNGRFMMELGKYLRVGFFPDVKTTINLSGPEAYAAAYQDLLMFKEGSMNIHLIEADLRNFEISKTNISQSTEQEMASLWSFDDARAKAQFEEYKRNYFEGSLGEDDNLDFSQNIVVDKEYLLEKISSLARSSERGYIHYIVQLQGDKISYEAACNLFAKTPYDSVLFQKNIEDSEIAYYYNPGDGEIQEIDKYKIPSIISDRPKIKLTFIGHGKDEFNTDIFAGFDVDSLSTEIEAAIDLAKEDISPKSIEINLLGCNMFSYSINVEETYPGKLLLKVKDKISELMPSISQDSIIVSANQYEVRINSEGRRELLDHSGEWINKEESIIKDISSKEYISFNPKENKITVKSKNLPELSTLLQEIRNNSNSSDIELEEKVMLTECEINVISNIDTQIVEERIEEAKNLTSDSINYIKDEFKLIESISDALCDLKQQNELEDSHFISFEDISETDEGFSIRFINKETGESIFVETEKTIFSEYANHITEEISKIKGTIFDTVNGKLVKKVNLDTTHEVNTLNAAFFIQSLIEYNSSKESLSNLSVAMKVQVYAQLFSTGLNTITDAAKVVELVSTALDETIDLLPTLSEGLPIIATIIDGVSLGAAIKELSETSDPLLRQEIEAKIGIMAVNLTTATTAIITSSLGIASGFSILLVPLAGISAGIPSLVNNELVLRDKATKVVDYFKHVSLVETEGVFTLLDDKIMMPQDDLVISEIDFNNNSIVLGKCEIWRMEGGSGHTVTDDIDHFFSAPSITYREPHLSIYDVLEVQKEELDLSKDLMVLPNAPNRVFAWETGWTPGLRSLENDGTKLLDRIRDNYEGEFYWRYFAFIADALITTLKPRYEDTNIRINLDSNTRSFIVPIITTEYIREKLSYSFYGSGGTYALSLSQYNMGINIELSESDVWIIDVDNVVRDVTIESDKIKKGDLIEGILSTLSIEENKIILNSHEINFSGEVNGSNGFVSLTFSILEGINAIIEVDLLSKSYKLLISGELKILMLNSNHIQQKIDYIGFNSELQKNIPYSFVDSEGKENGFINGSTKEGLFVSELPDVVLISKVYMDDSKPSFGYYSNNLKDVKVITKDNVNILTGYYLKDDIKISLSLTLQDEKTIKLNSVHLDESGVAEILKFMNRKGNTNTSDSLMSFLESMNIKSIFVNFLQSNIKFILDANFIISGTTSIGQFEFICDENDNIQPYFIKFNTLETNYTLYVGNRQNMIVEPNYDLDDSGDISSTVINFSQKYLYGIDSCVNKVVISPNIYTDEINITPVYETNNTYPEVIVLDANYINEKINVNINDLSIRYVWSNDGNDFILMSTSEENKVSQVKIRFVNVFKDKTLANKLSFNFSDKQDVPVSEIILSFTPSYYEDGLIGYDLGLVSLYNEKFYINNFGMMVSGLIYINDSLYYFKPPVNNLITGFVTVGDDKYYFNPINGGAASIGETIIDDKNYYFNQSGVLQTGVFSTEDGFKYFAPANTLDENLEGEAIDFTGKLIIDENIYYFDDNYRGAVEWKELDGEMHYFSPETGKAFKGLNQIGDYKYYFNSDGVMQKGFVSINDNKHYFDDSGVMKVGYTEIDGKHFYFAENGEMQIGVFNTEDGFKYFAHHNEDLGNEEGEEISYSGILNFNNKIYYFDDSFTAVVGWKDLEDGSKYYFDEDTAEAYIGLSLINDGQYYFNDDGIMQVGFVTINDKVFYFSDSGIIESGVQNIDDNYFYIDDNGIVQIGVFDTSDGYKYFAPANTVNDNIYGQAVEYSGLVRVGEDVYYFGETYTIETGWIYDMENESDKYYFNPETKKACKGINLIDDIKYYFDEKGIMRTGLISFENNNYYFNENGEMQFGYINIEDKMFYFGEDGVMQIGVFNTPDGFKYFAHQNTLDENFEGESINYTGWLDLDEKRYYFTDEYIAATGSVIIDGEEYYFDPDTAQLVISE
Anthrax LF inh2: inhibitors of Bacillus anthracis lethal factor protease; P15917; multiplex microsphere protease cleavage assay, LF; inhibition, % at 10 µM; 0.12% of 360,000 active; note: plate controls were buffer without enzyme for full effect and enzyme alone for no effect
PrPC surface inh: reduces human prion protein on the cell surface; P04156; cell surface PrPC, TR-FRET read-out; inhibition, % at 13.8 µM; 0.43% of 370,000 active; in the data active = inhibition above about 24%; note: 0% = median of the test wells and 100% = reference compound wells
Starred values were filed as active, the others as inactive; i = inactive; ? = inconclusive; / = no result given; & = joins results of further samples. Cut-off read from the data, not from the text of the source, unless noted: active = inhibition above about 30%; inconclusive = no clear call, values can overlap the other calls; inactive = below that. These rows are one share of the data; rates above refer to the full screens.

SMILES | Vc quorum ag | 3CLpro inhibitor | Y pestis TopoI | SSB-PriA inh | BoNT A protease | PfHsp40 yeast | TcdB GH inh | Anthrax LF inh2 | PrPC surface inh
Cc1c(N=C2NC(=O)/C(=C/c3ccc(O)cc3)S2)c(=O)n(-c2ccccc2)n1C | -0.2 | -3 | 4 | 1 | -1.2 | -0.8 | / | -1 | -6
COc1ccc(NS(=O)(=O)c2cc(NC(=O)Cn3cnc4c3c(=O)n(C)c(=O)n4C)ccc2C)cc1 | -0.4 | -9 | -10 | -1 | 0.1 | -1.8 | 1.2 | -4 | -7
O=C(Cn1[nH]c(=O)c2ccccc2c1=O)Nc1ccc2c(c1)CCC2 | -0.6 | 4 | 23 | -4 | 0.4 | -1.2 | / | -3 | 4
CC(C)CC(NC(=O)c1ccccc1)C(=O)OCC(=O)Nc1ccc(S(N)(=O)=O)cc1 (stereo unspecified) | -2.3 | 6 | -5 | -12 | -0.1 | -0.1 | -8.0 | 2 | 4
CN(CC(=O)Nc1ccc(Cl)c(C(F)(F)F)c1)C(=O)/C=C/c1cccs1 | -0.9 | / | -2 | -14 | 0.5 | 8.5 | -0.5 | -4 | -5
COc1cc(OC)cc(-c2noc(-c3csc([C@H]4C[C@H](O)[C@@H](CO)O4)n3)n2)c1 | 0.3 | / | -1 | / | -0.8 | / | -0.2 | 0 | 2
Cc1nc(-c2cccs2)sc1C(=O)O | -0.1 | -3 | 6 | 5 | -0.7 | 3.5 | 0.6 | -2 | -4
CN1C(=O)/C(=C2\SC(N)=NC2=O)c2ccccc21 | -0.6 | 3 | 4 | / | -0.6 | -1.1 | / | -2 | -20
CCN1CCc2c(OCc3ccc(C)cc3)cccc2C1=O | -0.4 | 10 | 5 | -3 | -0.3 | -0.3 | -1.0 | 2 | -5
COC(=O)c1ccc(CN2CCN(C3CCCC3)C(CCO)C2)cc1 (stereo unspecified) | -0.6 | -3 | 7 | -23 | -1.2 | 2.2 | -1.1 | -2 | 5
Cc1c(NC(=S)NC(=O)C(C)(C)C)cccc1[N+](=O)[O-] | -0.4 | -7 | 8 | 18 | 1.2 | 2.8 | 2.0 | -1 | 1
O=C(Nc1ccnn1C1CCN(Cc2cccc(OCCO)c2)CC1)C1CC1 | -0.5 | -5 | 4 | 3 | 1.2 | 0.4 | 0.0 | -5 | -8
C=CCc1ccc(OC(=O)NC2CCCCC2)c(OC)c1 | 0.0 | -1 | 11 | -6 | 0.2 | 14 | -3.0 | -14 | 13
Cc1ccc(-n2c(C)nnc2SCC(=O)NNC(=O)c2ccco2)cc1 | i | -3 | -3 | -22 | -0.1 | 2.0 | 1.2 | 2 | 9
COc1ccc(C(=O)n2c(C)c(CCO)c(=O)n2C)cc1 | 0.6 | 0 | 8 | 6 | -0.3 | 0.0 | 0.4 | 0 | 7
O=C(c1ccccc1)C(C(=O)N1CCCCC1)n1ccccc1=O (stereo unspecified) | 1.1 | 4 | 1 | 2 | -0.7 | 0.0 | 1.1 | 0 | -2
CCCCCCCCN1C(=O)[C@H](CC(=O)NCCCCc2ccccc2)C[C@@]2(C(=O)OC)CCCCC=C12 | / | / | / | / | 0.2 | / | 0.6 | 4 | -7
COc1cc2ccccc2cc1C(=O)NC(=S)Nc1ccc(C(=O)O)cc1 | 0.9 | 0 | 16 | -2 | -1.8 | -0.7 | 5.3 | 0 | -3
CC(C)Oc1ccc2c3c(c(=O)oc2c1)CCC3 | i | 3 | 2 | -35 | 0.1 | 0.9 | / | 1 | -1
O=C(c1ccccc1)N1CCCCC1 | -0.3 | / | -5 | -3 | -0.3 | 1.8 | -9.3 | -1 | 6
CC1CN(CC(O)c2ccc(Br)cc2)CCO1 (stereo unspecified) | -0.4 | / | 4 | -6 | 0.2 | -0.7 | -1.1 | 1 | -3
O=C(O)c1ccccc1NC(=S)NC(=O)c1cccc2ccccc12 | -0.5 | 1 | 8 | 13 | -0.5 | -1.2 | -4.6 | -12 | 1
Cc1ccc2c(c1)N(CC(=O)NCCCN1CC(C)CC(C)C1)C(=O)c1cccnc1O2 (stereo unspecified) | 1.1 | -4 | 3 | -13 | -0.1 | -0.4 | 0.2 | -1 | -5
O=C(COC(=O)C1CC1)NCCc1ccccc1 | i | / | 2 | -10 | 0.3 | -1.6 | -0.4 | 0 | 9
CC(C)c1cccc(-c2csc(C(C)(O)c3ccncc3)n2)c1 (stereo unspecified) | i | / | 20 | / | 0.0 | / | 0.7 | -8 | 23
C=CCn1c(SCc2c(C)noc2C)nc2sc(C)c(C)c2c1=O | -0.2 | 3 | -1 | -18&-11 | -0.3 | -0.2 | / | -5 | 2
Cc1ccc2c(CN3CCCCC3)cc(=O)oc2c1 | -10 | 1 | -2 | -12 | 1.9 | -0.8 | 1.2 | 1 | -3
Cc1ccc(CNC(=O)c2ccc(NC3=NC4CS(=O)(=O)CC4S3)cc2)cc1 (stereo unspecified) | -0.5 | -4 | 6 | -13 | -1.0 | -1.3 | 0.3 | -4 | 0
COC(=O)c1ccc(NC(=O)C2CCCN2C(=O)Nc2cccc(C(C)=O)c2)cc1 (stereo unspecified) | -0.6 | 0 | -2 | -16 | 0.4 | 0.6 | 0.1 | -1 | 7
C/C(=N/OCC(=O)NCCCCCCNC(=O)CO/N=C(/C)c1cccs1)c1cccs1 | i | 3 | 16 | / | -0.1 | 0.5 | / | -1 | -1
O=c1[nH]c(COc2ccc(Cl)cc2Br)nc2ccccc12 | -2.9 | -2 | 13 | -14 | -1.7 | 1.9 | 0.7 | -2 | 5
O=C(O)CSc1nc2ccc(C(=O)c3ccccc3)cc2[nH]1 | -0.3 | 2 | 3 | -5 | -0.4 | 1.2 | 1.4 | -19 | -1
CCN(C(=O)COC(=O)CCOc1ccccc1C)c1c(N)n(Cc2ccccc2)c(=O)[nH]c1=O | i | / | 21 | -2 | -0.1 | -2.1 | 1.4 | 5 | -1
CN(CC(=O)Nc1ccc(Cl)cc1)C(=O)c1ccc(N2CCCC2=O)cc1 | i | / | -5 | -9 | / | 2.1 | 0.7 | / | 6
Cc1cc(C)n2nc(C(=O)OCC(=O)N3CC(C)CC(C)C3)nc2n1 (stereo unspecified) | i | / | 1 | 0 | -0.4 | -0.4 | 1.1 | -1 | 0
COc1cc(/C=N/Nc2ccc(S(N)(=O)=O)cc2)cc(OC)c1OC | -0.2 | 2 | -18 | / | -0.8 | 0.2 | 4.1 | -4 | 0
CCS(=O)(=O)c1ccc(NC(=O)c2ccccc2Cl)c(O)c1 | i | 1 | -6 | -13 | 0.3 | -1.8 | / | 0 | -3
O=C(CN1CCN(S(=O)(=O)N2CCCCC2)CC1)Nc1ccc(Cl)c(Cl)c1 | i | -2 | 4 | -10 | -0.9 | 0.9 | -0.7 | -3 | 14
Cc1cc(NC(=O)CSc2ccc(-c3nc4cc(C)c(C)cc4[nH]3)cn2)no1 | -0.4 | 7 | 7 | 1 | -0.2 | 0.1 | / | 4 | /
Nc1nc(N)c(N=O)c(Nc2cccc(Cl)c2)n1 | / | / | / | / | -0.3 | / | -0.3 | -6 | -56

The final 4 entries of the part before open the next one.
SMILES | Vc quorum ag | 3CLpro inhibitor | Y pestis TopoI | SSB-PriA inh | BoNT A protease | PfHsp40 yeast | TcdB GH inh | Anthrax LF inh2 | PrPC surface inh
CCS(=O)(=O)c1ccc(NC(=O)c2ccccc2Cl)c(O)c1 | i | 1 | -6 | -13 | 0.3 | -1.8 | / | 0 | -3
O=C(CN1CCN(S(=O)(=O)N2CCCCC2)CC1)Nc1ccc(Cl)c(Cl)c1 | i | -2 | 4 | -10 | -0.9 | 0.9 | -0.7 | -3 | 14
Cc1cc(NC(=O)CSc2ccc(-c3nc4cc(C)c(C)cc4[nH]3)cn2)no1 | -0.4 | 7 | 7 | 1 | -0.2 | 0.1 | / | 4 | /
Nc1nc(N)c(N=O)c(Nc2cccc(Cl)c2)n1 | / | / | / | / | -0.3 | / | -0.3 | -6 | -56
COc1ccc(S(=O)(=O)N2CCOC23CCN(S(=O)(=O)c2ccc(F)cc2)CC3)cc1 | -1.2 | / | 14 | -7 | 0.3 | 2.3 | 5.1 | -2 | -4
CC(=O)OC1CC2(C)/C(=N\O)CCC2C2CCc3cc(O)ccc3C12 (stereo unspecified) | -0.3 | 0 | -2 | / | -0.4 | 1.2 | 9.2 | 1 | 5
O=C(Nc1cccc(C(F)(F)F)c1)c1cccc2c(-c3cccnc3)coc12 | i | / | 12 | / | 0.1 | / | / | -1 | /
COc1ccccc1OCCSc1nc2ccccc2n1CC(N)=O | -8.3 | 2 | -2 | -5 | -0.8 | -0.4 | -0.9 | -6 | 7
O=C(NCCCc1ccccc1)C1CC1 | -0.6 | / | -4 | -3 | 0.7 | / | -0.4 | -2 | 3
CCOC(=O)CSC1=C(C#N)C(c2ccc(OC)cc2)C2=C(CC(C)(C)CC2=O)N1 (stereo unspecified) | -0.4 | -5 | -5 | -12 | 1.0 | -0.3 | / | 0 | 12
CCOC(=O)CNc1nc(Cl)nc(Nc2ccccc2)n1 | -1.0 | 1 | -4 | -8 | 1.3 | -2.0 | 1.0 | -5 | 3
O=C(Oc1ccc(O)cc1)C12CC3CC(CC(C3)C1)C2 | 1.6 | 9 | 12 | 5 | -0.2 | 18 | 1.8 | -5 | 1
Cc1cc(C(=O)Nc2ccccc2C)c2ccccc2n1 | -0.1 | -3 | 6 | 5 | 0.3 | -3.3 | 1.4 | -4 | -7
O=C(NNC(=O)c1ccc2ccccc2c1)c1cccc(F)c1 | -1.3 | / | 6 | -8 | 0.2 | -0.6 | -0.2 | -4 | -4
CN1CCN(c2ccc(NC(=O)c3cc4ccccc4o3)cc2)CC1 | -0.3 | 4 | -27 | 0 | -1.2 | 0.4 | -0.1 | -7 | 1
CCOC(=O)/C(=C/Nc1ccc(F)cc1)[N+](=O)[O-] | -0.7 | 3 | 2 | / | ? | -1.6 | -0.5 | -1 | -6
CCCc1cc(Nc2ccccc2)n2ncnc2n1 | 0.6 | 2 | 1 | -19 | -1.6 | -0.8 | -2.6 | -4 | 2
CC1(C)N([O-])C2=C(CCCC2)[N+]1=O | -0.2 | 1 | 4 | -2 | -2.9 | -0.6 | -0.7 | -1 | -7
CCN(C(=O)CSc1nnc(-c2c[nH]c3ccccc23)o1)C1CCS(=O)(=O)C1 (stereo unspecified) | -0.9 | -5 | -7 | -20 | -0.9 | 0.1 | 0.8 | 0 | 1
CCc1ccc(NC(=O)CCC(=O)c2ccc(C)cc2)cc1 | i | -1 | -6 | -9 | 0.2 | 2.5 | 1.7 | -1 | 4
CCc1noc(C)c1C(=O)NNC(=O)c1ccccc1 | -2.7 | / | -3 | -11 | -0.3 | -0.5 | 1.1 | -14 | 8
COc1ccccc1CNC(=O)c1ccc(CS(=O)(=O)c2ccccc2OC)o1 | -0.2 | -6 | 8 | 0 | -2.3 | 0.4 | / | -3 | 7
O=C(CN1C(=O)CCC1=O)Nc1nc(-c2ccc3ccccc3c2)cs1 | i | 6 | 6 | -2 | -0.2 | -1.0 | 0.9 | -2 | -7
CC12CN(NC(=O)c3ccccc3F)C3(C#N)CC1CCC23C (stereo unspecified) | -0.3 | 0 | -5 | -11 | -0.7 | -1.4 | 0.3 | -3 | -8
CCOc1ccc(C(=O)NC(=S)NCc2cccnc2)cc1 | i | 2 | 0 | -19 | 0.5 | -1.2 | / | 2 | 4
Cc1cccc(Nc2ncccc2C(=O)O)c1C | i | 2 | -3 | -7 | -0.2 | 21 | 2.4 | 0 | -2
COc1cc(-c2nc3ccccc3s2)ccc1O | -3.3 | -1 | -1 | 0 | -0.3 | ? | / | -2 | 12
CNC(=O)[C@H](C)[C@@H]1C[C@@]1(C)[C@@H](NC(=O)OCc1ccccc1)c1ccccc1 | -5.9 | 1 | 10 | -4 | -1.6 | -0.8 | 0.9 | 0 | 5
COCCN1C(=O)C(=O)/C(=C(/O)c2ccc(S(=O)(=O)N3CCOCC3)cc2)C1c1cccc(OC)c1 (stereo unspecified) | 0.0 | 6 | 7 | / | -1.7 | -0.2 | 1.7 | 0 | 1

Bioassay records: PubChem BioAssay, several laboratories
